Screens from PubChem BioAssay.
Tn7 DDE FP = inhibitors of Tn7 peptide binding to human fibrin DD(E); inhibition, % at 8.3 µM; 370,000 compounds, 0.13% hits; FP displacement of FITC-Tn7 peptide from fibrin DD(E); 0% = median of compound wells per plate;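 active = inhibition above the mean of compounds falling within the control limits plus 3 SD of them, cut at about 14% in these data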;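 note: 0% = plate median of compound wells and 100% = 10 µM Aha-Tn7 peptide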
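Assay system: human fibrin DD(E). Input: DD(E) 2 µM final. Medium: Tris buffer with calcium and detergent, pH 7.8. Compound dosing: single point at 8.3 µM. Timing: 10 min plus 3 h, room temperature. Technique: fluorescence polarization of the labelled Tn7 tracer. Read-out: percent inhibition. Replicates: singlicate testing.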
TCR-CD3 inh = human TCR-CD3 binding inhibition; inhibition, % at 9.4 µM; TAMRA-labeled TCR probe fluorescence, biochemical; 360,000 compounds, 0.37% hits; in the data active = inhibition above about 19%;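 note: recombinant mutant TCR 2C K166C tagged with TAMRA read by polarization; 0% = receptor in buffer alone and 100% = receptor with positive control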
HTRA1 inh = inhibitors of human serine peptidase HTRA1; recombinant HTRA1, FP-rhodamine activity-based probe, fluorescence polarization; inhibition, % at 5.96 µM; 340,000 compounds, 0.5% hits; in the data active = inhibition above about 36%;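 note: 0% = enzyme with DMSO and 100% = wells lacking enzyme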
PRMT1 FP inh = PRMT1 (human) inhibition, primary screen; Q99873; recombinant PRMT1, activity-based probe fluorescence polarization; inhibition, % at 2.79 µM; 370,000 compounds, 1.3% hits; AID 652257;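 active = inhibition above about 21% made by adding two undisclosed values, limit read from the data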
ABHD4 inh = inhibits mouse alpha/beta hydrolase domain 4. Q8VD66. purified mABHD4, FP-Rh probe fluorescence polarization. inhibition, % at 8.92 µM. 370,000 compounds, 0.54% hits;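 active = inhibition exceeding the mean over every tested compound plus 3 SD, cut at about 30% in these data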;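 note: 0% = plate median of compound wells and 100% = S159A mutant with DMSO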
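Assay system: mABHD4 protein; medium: HEPES pH 7.0, NaCl, Pluronic buffer; dosing: 8.92 µM, single dose; schedule: 45 min + 60 min at 25 °C; signal: FP readout, ex 525 nm / em 598 nm; read-out: normalized percent inhibition of probe labeling; repeats: single replicate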
TDP2 inh = TDP2 (human) inhibition, absorbance primary screen; O95551; 370,000 compounds, 0.34% hits; AID 720702; recombinant TDP2, T5PNP hydrolysis, p-nitrophenol absorbance 415 nm; inhibition, % at 12.8 µM;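 active = inhibition above the mean of all tested compounds plus 3 SD, set per campaign, cut at about 25% in these data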;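 note: 0% = DMSO with enzyme and 100% = buffer with substrate but no TDP2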
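Incubation: 2 h at 37 °C; Test system: recombinant human TDP2; Quantity: enzyme 120 nM; Read-out basis: percent inhibition; Medium: 50 mM Tris-HCl pH 7.5 with Mg2+, KCl, DTT, BSA; Repeats: single replicate; Compound: 12.8 µM single point, 1% DMSO; Signal: epi absorbance; Reagent: 5 mM T5PNP chromogenic substrate; Benchmarks: no-enzyme high, DMSO-plus-enzyme low.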
SIAE primary = blocks human sialic acid acetylesterase; SIAE FP-Rh probe binding, fluorescence polarization; inhibition, % at 9.66 µM; 370,000 compounds, 0.69% hits;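 active = inhibition above a cutoff: mean of compounds within the control limits plus 3 SD of those, cut at about 17% in these data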;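 note: 0% = plate median of compound wells and 100% = probe without SIAE protein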
PG9 Ab binder = PG9 antibody binding by small molecule; 360,000 compounds, 0.43% hits; inhibition, % at 6.7 µM; TR-FRET gp120-PG9 antibody binding; in the data active = inhibition above about 8.5%
LEDGF integ inh = blocks HIV-1 LEDGF/p75-dependent DNA integration. inhibition, % at 3.7 µM. 370,000 compounds, 0.64% hits. TR-FRET IN-LEDGF/p75 DNA integration, Eu/Cy5;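 active = inhibition above the screen-wide mean plus 3 SD, cut at about 13% in these data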;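 note: signal is the Cy5 over europium emission ratio at 671 and 618 nm; 0% = plate median of compound wells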
UHRF1 MBD2 ctr = human UHRF1 methylated DNA binding inhibitors; UHRF1 binding to methylated oligo, TR-FRET; inhibition, % at 4.4 µM; 370,000 compounds, 0.75% hits; AID 687016; in the data active = inhibition above about 21%;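 note: UHRF1 SRA domain binding a hemimethylated CpG hairpin DNA probe; 0% = median of test compound wells and 100% = reference inhibitor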
Target sequence (Q96T88 whole entry, looked up, the tested form may be a part): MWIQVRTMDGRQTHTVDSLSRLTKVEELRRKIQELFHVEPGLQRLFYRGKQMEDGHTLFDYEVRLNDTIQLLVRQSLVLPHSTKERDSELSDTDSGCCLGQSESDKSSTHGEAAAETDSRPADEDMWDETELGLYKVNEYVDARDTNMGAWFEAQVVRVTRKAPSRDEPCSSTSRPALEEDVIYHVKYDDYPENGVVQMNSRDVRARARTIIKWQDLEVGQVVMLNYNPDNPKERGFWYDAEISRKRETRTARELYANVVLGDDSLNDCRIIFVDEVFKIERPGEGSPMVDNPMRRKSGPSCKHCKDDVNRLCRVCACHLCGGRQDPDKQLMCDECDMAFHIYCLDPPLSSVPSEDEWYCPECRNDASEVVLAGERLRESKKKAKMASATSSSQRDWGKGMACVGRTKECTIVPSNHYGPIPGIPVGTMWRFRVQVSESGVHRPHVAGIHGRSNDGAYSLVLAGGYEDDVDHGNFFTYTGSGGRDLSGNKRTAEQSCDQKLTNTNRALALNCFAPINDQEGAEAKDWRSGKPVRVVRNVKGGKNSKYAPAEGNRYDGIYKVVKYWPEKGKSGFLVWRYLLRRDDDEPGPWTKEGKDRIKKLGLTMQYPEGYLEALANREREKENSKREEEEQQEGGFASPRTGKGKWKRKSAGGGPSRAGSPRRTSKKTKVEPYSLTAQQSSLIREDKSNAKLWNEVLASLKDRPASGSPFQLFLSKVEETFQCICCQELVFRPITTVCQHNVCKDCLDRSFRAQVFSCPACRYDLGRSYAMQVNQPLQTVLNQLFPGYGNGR
Numbers without * were called inactive; . = no result given. An unsorted share of the library. Share with any hit: about 4.2%.

SMILES | Tn7 DDE FP | TCR-CD3 inh | HTRA1 inh | PRMT1 FP inh | ABHD4 inh | TDP2 inh | SIAE primary | PG9 Ab binder | LEDGF integ inh | UHRF1 MBD2 ctr
O=C(OCC(=O)N1CCN(c2ccccc2)CC1)c1ccncc1 | -3 | 2 | -5 | -2 | 0 | 4 | 3 | 0.1 | -1 | -4
O=C(O)CC1Sc2nc3ccccc3n2C1=O (configuration not stated) | -14 | -3 | 8 | -2 | 0 | 10 | -1 | -0.1 | 0 | -6
c1ccc2cc(-c3cc4ccccn4c3)ccc2c1 | -2 | -1 | 39* | 5 | 12 | -3 | -3 | -1.6 | 2 | 4
COC(=O)C1=C(C)NC(C)=C(C(=O)OC)C1c1ccccc1[N+](=O)[O-] | 7 | 4 | 4 | 16 | 4 | 3 | 9 | -1.4 | 4 | 0
CSc1nc2ccccc2c(=O)n1C1CCCCC1 | 5 | 7 | 4 | 5 | 3 | -15 | -9 | 0.3 | -5 | 1
Nc1cc(=O)[nH]c(SCC(=O)Nc2ccc(S(=O)(=O)N3CCOCC3)cc2)n1 | -4 | -5 | -1 | 19 | -58 | -16 | -44 | 0.2 | -3 | 6
O=C(COC(=O)c1cc(S(=O)(=O)N2CCOCC2)ccc1F)NCCc1ccc(F)cc1 | 3 | -4 | 3 | 3 | 3 | -4 | 6 | 0.2 | -5 | 1
COc1ccc(C(C#N)N2N=C(C)CC2(C)C)cc1 (configuration not stated) | 5 | 2 | 2 | 0 | -4 | 3 | -4 | -1.0 | 1 | 4
Cc1cc2c(SCC(=O)Nc3ccccc3O)ncnc2s1 | 8 | -5 | -13 | 2 | 12 | 8 | -16 | 2.0 | 0 | -2
COc1ccc(N/C=C/C(=O)c2ccc(Oc3ncccn3)cc2)cc1 | -3 | -10 | -2 | -7 | -1 | -3 | 2 | -0.2 | 2 | -2
N#Cc1ccc(-c2nc3ccc(Br)cn3c2Cc2ccccc2)cc1 | 2 | 1 | -68 | 4 | -4 | -5 | -3 | 10* | -5 | 22*
O=C(NCc1ccco1)Nc1ccc2nsnc2c1 | 4 | -5 | 4 | 17 | -3 | -5 | -6 | -0.8 | 5 | -5
Cn1cccc1P(=O)(c1cccn1C)c1cccn1C | 1 | 8 | 31 | -1 | -9 | -2 | 6 | -1.3 | -1 | -3
Cc1ccc(C(=O)N/C(=C/c2ccc(Cl)cc2)C(=O)Nc2cccc(C(=O)O)c2)cc1 | 0 | 5 | 1 | -2 | -2 | -10 | -5 | -0.9 | -1 | -5
CCOC(=O)N1CCN(C(=O)COC(=O)COc2c(C)cc(C)cc2C)CC1 | 1 | 0 | -5 | -2 | -2 | -8 | -4 | -3.4 | 0 | -3
O=C1CC(c2nc3ccccc3[nH]2)CN1Cc1ccccc1 (configuration not stated) | -5 | -8 | -4 | 2 | -4 | -7 | 2 | -0.8 | 2 | 1
O=C(Nc1nnc(SCc2c(Cl)cccc2Cl)s1)C1CC(=O)N(c2ccc3c(c2)OCCO3)C1 (configuration not stated) | 2 | 7 | -3 | -1 | 1 | -10 | -2 | 1.9 | -1 | 4
Cc1ccc(SCc2ccc(C(=O)Nc3cccnc3)cc2)cc1 | 0 | 0 | -2 | 1 | 3 | -14 | -15 | -1.4 | -1 | 1
N#CCCN1CCN(C(=S)c2ccc(-c3ccc(Cl)c(Cl)c3)o2)CC1 | -2 | 5 | -31 | 10 | 2 | 3 | -3 | -2.0 | -4 | -4
COc1ccc(CN2CCN(C(=O)C3CCN(C(=O)Nc4ccccc4)CC3)CC2)cc1OC | 5 | 4 | 8 | 0 | -2 | 4 | -3 | 1.9 | 5 | 2
O=C1CCC(C(=O)N2CCOCC2)CN1Cc1ccc(Cl)cc1 (configuration not stated) | -5 | 1 | 1 | -1 | 9 | -8 | -1 | -1.5 | -3 | 0
COc1ccc(NS(=O)(=O)c2ccc(OC)c(N(C)S(=O)(=O)c3ccc(Cl)cc3)c2)cc1 | 2 | -6 | -40 | 0 | -5 | -5 | 2 | -3.0 | 1 | 1
Cc1cccc(Nc2nnc(SCc3cc(=O)n4cc(C)ccc4n3)s2)c1 | 7 | -1 | -9 | 5 | -8 | -1 | 5 | -0.1 | -8 | 7
COc1ccc(N(CC(=O)NC2CCCCC2)C(=O)CCCC(=O)Nc2ccccn2)c(OC)c1 | 4 | 0 | 3 | -1 | 1 | 8 | -10 | 1.5 | 0 | -5
CCOC(=O)CSc1nnc(CSc2nc3sc4c(c3c(=O)[nH]2)CCC4)n1-c1ccccc1 | 3 | 5 | 1 | -1 | -5 | 8 | 2 | 1.1 | 4 | 1
(cont.)
SMILES | Tn7 DDE FP | TCR-CD3 inh | HTRA1 inh | PRMT1 FP inh | ABHD4 inh | TDP2 inh | SIAE primary | PG9 Ab binder | LEDGF integ inh | UHRF1 MBD2 ctr
COC(=O)[C@@]12CCCCN1[C@H](c1ccc(-c3ccc4c(c3)OCO4)c(OC)c1)[C@@H]1C(=O)N(C)C(=O)[C@@H]12 | 6 | 3 | -10 | -1 | -6 | -1 | 3 | -0.3 | -1 | 0
Cc1cc(C)nc(NS(=O)(=O)c2ccc(NC(=O)COc3ccccc3F)cc2)n1 | -3 | -1 | 1 | 3 | 0 | -1 | -2 | 1.7 | -5 | 4
Cc1ccc(C2(CCNC(C)c3cccs3)CCOC(C(C)C)C2)cc1 (configuration not stated) | 3 | -1 | 1 | 0 | 7 | -3 | 2 | 1.5 | -2 | 0
Cc1[nH]c2ccccc2c1C(=O)COC(=O)C1CC(O)CN1S(=O)(=O)c1ccc(Cl)cc1 (configuration not stated) | 3 | 2 | -17 | -3 | -11 | 3 | -8 | -0.9 | -1 | -2
COc1ccc(NS(=O)(=O)c2cccc(C(=O)NN=Cc3ccc(O)c(OC)c3)c2)cc1 | 8 | 4 | -5 | -3 | -8 | -3 | -20 | -11 | -2 | -1
Cc1ccc(C(C)C)c(OCC(O)CN2CCOCC2)c1 (configuration not stated) | -4 | -3 | 11 | -1 | 2 | 4 | -1 | 1.3 | 3 | 6
N=c1n(CCO)c2ccccc2n1Cc1ccccc1Cl | 2 | 5 | 10 | -3 | 1 | -2 | 3 | 0.5 | 0 | -3
CC(=O)c1cc2c(cc1NC(=O)CSc1nnc(C)s1)OCO2 | 0 | 5 | 2 | 3 | -4 | -3 | -2 | -2.5 | 0 | 2
CCOC(=O)CSc1nnc(-c2ccc([N+](=O)[O-])cc2)o1 | 3 | -6 | 1 | 2 | -2 | -1 | -2 | -0.6 | 1 | 4
COC(=O)C[C@@H]1C[C@H]2c3cc(NC(=O)Nc4ccccc4F)ccc3O[C@H]2[C@H](CO)O1 | 3 | 2 | -3 | 1 | 4 | 2 | 0 | 0.6 | -3 | 1
Cn1c(CCC(=O)O)nc2cc(S(=O)(=O)N3CCCC3)ccc21 | -6 | 8 | 8 | 5 | 0 | 8 | 3 | 1.7 | 3 | 0
CC(C)COc1ccc(S(=O)(=O)NNC(=O)c2cc3ccccc3o2)cc1 | -4 | 1 | -15 | -4 | -22 | -24 | -5 | -1.7 | 6 | 1
Cc1ccc(C(=O)N2CCCC2)cc1S(=O)(=O)Nc1cccc(C)c1C | -1 | 1 | 1 | -5 | -1 | 5 | 7 | -1.1 | 3 | 0
COc1c(Cl)cnn(-c2ccc(C)cc2)c1=O | -4 | 2 | -3 | -1 | 3 | -3 | -2 | 0.1 | 3 | -2
CC(=O)c1cccc(S(=O)(=O)N2CCC(C(=O)OC3CCOC3=O)CC2)c1 (configuration not stated) | 1 | -1 | -4 | 0 | 2 | 6 | 4 | -0.5 | -2 | -1
O=C(Cc1ccc(Cl)cc1)Nc1ccc(-c2nnc(-c3ccco3)o2)cc1 | 2 | -3 | -27 | -2 | -27 | -16 | -39 | -0.1 | 4 | -1
COCCCn1c2nc3ccccc3nc2c2c(=O)n(CC3CCCO3)cnc21 (configuration not stated) | -3 | 3 | 4 | 0 | -7 | -2 | -2 | -1.7 | -3 | 0
Cc1cc(C)c2c(c1)OC(O)(C(F)F)CC2=O (configuration not stated) | -4 | 7 | 0 | 0 | 6 | 3 | 3 | 1.0 | 3 | 19
COC(=O)c1ccc(N2CCC(C)CC2)c(N)c1 | 3 | 3 | 5 | -1 | 13 | -8 | -2 | 0.2 | -1 | -2
CCCCc1ccc(NC(=S)NCc2cccc(OC)c2)cc1 | 3 | -12 | -31 | 2 | -39 | -11 | -5 | 1.5 | 2 | 3
CC(=O)c1ccc(NC(=O)CSc2nnc(Cc3cccn3C)n2-c2ccc(F)cc2)cc1 | -1 | 0 | -11 | 4 | -2 | -3 | -3 | -1.2 | -1 | 1
CC(C)CCN(Cc1ccco1)S(=O)(=O)c1csc(C(N)=O)c1 | -2 | -3 | -6 | 2 | 5 | -3 | 0 | 1.1 | -2 | -2
CC(C)(C)OC(=O)N1CCC[C@H]1C(=O)Nc1ccc(C#N)cc1 | -8 | 5 | 2 | -3 | 4 | -2 | 6 | 1.4 | -4 | -1
CN(CC(=O)Nc1cccc(F)c1)C(=O)CCCNC(=O)c1ccc(Cl)cc1 | 7 | -7 | -3 | 5 | -6 | -16 | 1 | -0.9 | -6 | -1
CCCc1cc(NCCCN(C)C)n2c(nc3ccccc32)c1C#N | 9 | 1 | 5 | 1 | 1 | 6 | 1 | -1.7 | -3 | -2
NC(=O)C1CCN(C(=O)CN2C(=O)c3ccccc3S2(=O)=O)CC1 | -9 | 10 | 4 | 1 | 6 | -7 | 1 | -2.1 | 4 | -2
c1ccc2c(c1)OCC(c1nn3cnnc3s1)O2 (configuration not stated) | 0 | 8 | -2 | -3 | 0 | -3 | 5 | -0.6 | 4 | -2
CCCC[C@@H]1Cc2[nH][nH]c(=O)c2[C@H](c2ccc3ccccc3c2)O1 | 3 | 5 | . | 0 | 6 | 2 | -4 | 1.0 | 5 | -9
COc1ccc(NC(=O)CCc2nc3ccccc3s2)c(OC)c1 | -3 | -7 | 5 | 10 | 6 | -11 | -1 | -2.3 | 1 | 1
CC1(c2nc3ccccc3[nH]2)CCCC2=Nc3ccccc3CN21 (configuration not stated) | -4 | -11 | . | 0 | 3 | 8 | 1 | 1.1 | -2 | -3
